Bioassay records: PubChem BioAssay, several laboratories
PLK1 PBD inh – Plk1 (human) PBD binding inhibition. P53350. Plk1 PBD phosphopeptide binding, fluorescence polarization. inhibition, %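 (tested at about 20 µM)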. 0.13% of 97,000 active. AID 693; in the data active = inhibition above about 34%, passing the limit was not always enough
CYP2C9 inhib – human CYP2C9 inhibition. 20% of 96,000 active. inhibition, % at 5 µM. P11712. CYP2C9 Supersomes, luciferin-H conversion, luminescence. AID 777;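 active = blocking of liver enzyme CYP2C9 beyond about 50% at 5 µM, limit read from the data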; also: values of inactives mirror those of a sister screen read the other way
LYP act – increases human PTPN22 phosphatase activity; Q9Y2R2; activation, % at 2 µM; recombinant LYP, DiFMUP fluorescence; 0 = plate median, 100 = signal doubled; 0.11% of 96,000 active; AID 697;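 active = activation at 2 µM above a set limit, the mean plus 5 SD, cut at about 37% in these data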
Rev-RRE block – HIV Rev-RRE protein-RNA interaction inhibition; P05866; inhibition, % at 8 µM; Rev peptide-RRE RNA binding, FRET; AID 704; 0.79% of 97,000 active;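 active = inhibition above the screen-wide mean plus 3 SD, cut at about 35% in these data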;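 also: 0% = median DMSO wells and 100% = median Neomycin B control wells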
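System: Cy5-labelled duplex RRE RNA binding fluorescein-labelled HIV Rev peptide; Signal: fluorescein-to-Cy5 FRET, 480 nm excitation; Also added: labelled Rev peptide; Compound: one concentration, 8 µM nominal; Buffer or medium: HEPES pH 7.5 salt buffer with EDTA; Read-out: % inhibition of FRET ratio versus controls; Schedule: 5 min preincubation and 15 min binding, 25 °C.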
EphB4 ephrin blk – antagonists of human EphB4-ephrin-B2 interaction | P54760 | EphB4 LBD / TNYL-RAW-Alexa532 peptide, fluorescence polarization | inhibition, % at 7 µM | 0.15% of 97,000 active | AID 720;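 active = inhibition above the screen-wide mean inhibition plus 3 SD, cut at about 15% in these data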;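 also: 0% = DMSO wells and 100% = excess unlabeled TNYL-RAW peptide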
Target sequence (P54760 whole entry, looked up, the tested form may be a part): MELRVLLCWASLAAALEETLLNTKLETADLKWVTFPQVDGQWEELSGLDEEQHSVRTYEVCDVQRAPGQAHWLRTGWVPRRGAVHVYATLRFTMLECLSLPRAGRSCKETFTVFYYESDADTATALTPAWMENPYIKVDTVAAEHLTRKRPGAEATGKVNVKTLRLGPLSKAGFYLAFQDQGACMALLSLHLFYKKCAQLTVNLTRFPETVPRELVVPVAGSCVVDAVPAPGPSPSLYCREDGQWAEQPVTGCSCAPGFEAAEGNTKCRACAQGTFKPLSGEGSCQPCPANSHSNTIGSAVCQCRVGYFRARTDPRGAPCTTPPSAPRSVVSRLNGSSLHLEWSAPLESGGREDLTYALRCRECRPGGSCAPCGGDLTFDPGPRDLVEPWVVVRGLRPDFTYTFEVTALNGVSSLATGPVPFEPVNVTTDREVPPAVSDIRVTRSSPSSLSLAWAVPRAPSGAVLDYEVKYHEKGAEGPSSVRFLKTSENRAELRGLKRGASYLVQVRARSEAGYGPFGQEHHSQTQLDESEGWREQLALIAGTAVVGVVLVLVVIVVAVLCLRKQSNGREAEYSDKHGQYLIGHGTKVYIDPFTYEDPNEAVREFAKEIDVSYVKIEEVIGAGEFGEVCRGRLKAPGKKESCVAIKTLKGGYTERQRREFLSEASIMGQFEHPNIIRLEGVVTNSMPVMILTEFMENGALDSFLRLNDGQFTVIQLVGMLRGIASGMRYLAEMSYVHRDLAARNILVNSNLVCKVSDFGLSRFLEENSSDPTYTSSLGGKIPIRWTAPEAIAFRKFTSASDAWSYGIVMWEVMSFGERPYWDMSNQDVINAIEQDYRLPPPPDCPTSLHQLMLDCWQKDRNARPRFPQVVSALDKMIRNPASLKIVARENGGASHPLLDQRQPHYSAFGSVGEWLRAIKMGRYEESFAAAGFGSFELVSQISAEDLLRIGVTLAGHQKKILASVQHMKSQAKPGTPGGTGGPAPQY
CYP2C9 act – CYP2C9 (human) activation. P11712. recombinant CYP2C9, luciferin-H conversion, luminescence; stronger effect = higher value; factor 1 = untreated enzyme, 0 = blocked. activation factor at 5 µM. 1.4% of 96,000 active;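 active = activation factor of 2 or more for CYP2C9 at a 5 µM dose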;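 also: 0 = sulfaphenazole-blocked wells and 1 = vehicle-only wells; values of inactives mirror those of a sister screen read the other way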
PLK1 kinase inh – PLK1 (human) kinase inhibition; recombinant PLK1 kinase, TR-FRET peptide phosphorylation; inhibition, % at 10 µM; 0.53% of 97,000 active; AID 619;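 active = inhibition of 50% or more in the single-concentration screen; inactive = inhibition below 50%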;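 also: 0% = DMSO max control and 100% = H-89 dihydrochloride min control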
Calb biofilm kill – kills Candida albicans biofilms. C. albicans biofilm + clotrimazole, Alamar Blue. inhibition, % at 6 µM. 0.14% of 85,000 active;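 active = inhibition above 20%; inactive = inhibition below 20%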;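 also: preformed 24 hr biofilms exposed to compound for 48 hr; 0% = biofilm without compound and 100% = blank killed by clotrimazole plus chlorhexidine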
LYP inh 2 – LYP (human) phosphatase inhibition; Q9Y2R2; 0.21% of 96,000 active; inhibition, % at 2 µM; AID 640; recombinant LYP catalytic domain, DiFMUP fluorescence;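 active = inhibition at 2 µM at or above a set limit, the screen mean plus 3 SD, cut at about 24% in these data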;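 also: 0% = DMSO with enzyme and 100% = enzyme fully blocked by orthovanadate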
Active calls of the source: *; . = not tested or not shown.

Under each structure – PLK1 PBD inh, CYP2C9 inhib, LYP act, Rev-RRE block, EphB4 ephrin blk, CYP2C9 act, PLK1 kinase inh, Calb biofilm kill, LYP inh 2
- CC(=O)Nc1ccc(NC(=O)CN(c2ccc(F)cc2)S(=O)(=O)c2ccc3c(c2)OCCO3)cc1
→ -5, 30, -1, 4, 5, 0.7, -1, 8, 4
- COCCn1c(=S)[nH]c2cc(C(=O)NCC3CCCO3)ccc2c1=O (stereo not drawn)
→ 17, 52*, -10, 6, 2, 0.5, 6, 4, 8
- CN(c1ccc(C(=O)N2CCCCC2)cc1)S(C)(=O)=O
→ -20, -16, 5, 8, -3, 1.2, -7, 8, -1
- O=C(c1ccccc1)N1CCCCC(S(=O)(=O)c2ccc3ccccc3c2)C1=O (stereo not drawn)
→ -11, -62, 10, 10, 2, 1.6, -11, 3, -7
- CCCNC(=O)C(CC)NS(=O)(=O)c1ccc(OC)cc1 (stereo not drawn)
→ -2, 16, 0, -1, 3, 0.8, -20, ., -2
- CSc1ccccc1NC(=O)CN(Cc1ccccc1)S(C)(=O)=O
→ 1, 23, 4, -6, -4, 0.8, -8, 9, 0
- CN1CCCC1CCNC1C2CC3CC(C2)CC1C3 (stereo not drawn)
→ -5, ., 11, 5, -1, ., -8, ., -7
- CCSc1nnc(NC(=O)CSc2nnc(Cc3cccn3C)n2-c2ccc(F)cc2)s1
→ -21, 17, -9, 5, 3, 0.8, 2, ., 7
- Cc1c(Br)c([N+](=O)[O-])nn1C(C)C(=O)NCc1cccs1 (stereo not drawn)
→ -7, -2, -7, 9, -6, 1, -10, ., 9
- COc1ccc(CN(C(=O)c2snc(C(N)=O)c2N)C(C(=O)NC(C)(C)C)c2ccco2)cc1 (stereo not drawn)
→ -2, 25, 4, 1, -7, 0.7, -17, 8, -4
- O=C(c1ccccc1)N1CCCC(C(=O)N2CCCCCC2)C1 (stereo not drawn)
→ 8, -7, 2, 0, 1, 1.1, -4, ., -3
- Cc1ccc(S(=O)(=O)NC(=O)Nc2ccccc2F)cc1
→ 19, ., 6, 7, -7, ., -7, -1, -6
- CCN(CCCNC(=O)CCn1c(=O)[nH]c2ccccc2c1=O)c1ccccc1
→ 6, 25, 5, 6, 6, 0.8, -10, 2, -6
- Cc1ccc(N2C(=O)c3ccc(C(=O)N4CCN(c5cccc(C)c5C)CC4)cc3C2=O)cc1
→ -7, ., -13, 0, 0, ., -5, 6, 14
- O=C(Nc1ccccc1C(=O)OCn1nnc2ccccc2c1=O)c1ccco1
→ -3, 33, -4, -2, -3, 0.7, -9, 4, 6
- COc1cc(Nc2ccccc2Cl)c([N+](=O)[O-])nc1[N+](=O)[O-]
→ 1, 8, 14, 5, -2, 0.9, -7, 8, -15
- CCOCCCNC(=O)C1CCCN1C(=O)NC1CCCCC1 (stereo not drawn)
→ 6, 1, 1, 1, -7, 1, 0, -3, -2
- Cc1sc(/N=C/c2ccccc2O)c(C#N)c1C
→ -1, 1, -2, 12, 8, 1, -4, 4, 4
- O=C(Cn1nc(Cc2cccnc2)c2ccccc2c1=O)NCC1COc2ccccc2O1 (stereo not drawn)
→ -4, 66*, -10, 2, -3, 0.3, -10, 9, 7
- CCc1ccc(-c2nc(CN3CCC(C(=O)NCc4ccccc4OC)CC3)c(C)o2)cc1
→ 2, -10, -5, 6, 3, 1.1, -10, -3, 3
- Cc1cccc(C)c1NC(=O)C(c1ccccc1)N1CCOCC1 (stereo not drawn)
→ -23, ., 8, 7, 5, ., -4, 7, -6
- COc1ccc(-c2c3c(nc4sc5c(Cl)nc(C)nc5c24)CCC3)cc1
→ -1, 58*, 8, 7, -3, 0.4, -15, ., -10
- Cc1ccc(-c2nnn(CC(=O)N(CCO)C(C(=O)NC(C)(C)C)c3ccncc3)n2)cc1 (stereo not drawn)
→ -28, 76*, -4, 5, 5, 0.2, -11, 4, 8
- COC(=O)CCC(=O)NC(=S)Nc1cc(Cl)ccc1Cl
→ 11, 53*, 1, -2, -11, 0.5, -19, ., 1
- COc1ccc(CCNC(=O)COC(=O)c2ccco2)cc1OC
→ 15, -10, 5, 3, 3, 1.1, -5, 9, -7
- CS(=O)(=O)N(CC(=O)N1CCCCC1)c1sc2c(c1C#N)CCCC2
→ -21, ., -2, 5, 9, ., -3, 4, 0
- CCOC(=O)c1ccc(N2C(=O)CC(Sc3nc(O)c(CC)c(=O)[nH]3)C2=O)cc1 (stereo not drawn)
→ 0, 26, 14, 1, -8, 0.7, -11, 4, -16
- CC(=O)Oc1ccc(Oc2ccc(-c3noc(C)n3)cc2)cc1
→ -16, 27, -5, 12, -6, 0.7, -8, 5, -1
- CCOC(=O)N1CCN(C(=O)c2cccc(NC3=NC4CS(=O)(=O)CC4S3)c2)CC1 (stereo not drawn)
→ 13, 20, -8, 2, -3, 0.8, -5, ., 7
- COc1ccc(O/C(=N\S(=O)(=O)c2ccccc2)c2ccccc2)cc1
→ -1, 11, -8, 4, -6, 0.9, -4, ., 11

2 of the compounds above, with bars between the fields:
smiles | PLK1 PBD inh | CYP2C9 inhib | LYP act | Rev-RRE block | EphB4 ephrin blk | CYP2C9 act | PLK1 kinase inh | Calb biofilm kill | LYP inh 2
CSc1ccccc1NC(=O)CN(Cc1ccccc1)S(C)(=O)=O | 1 | 23 | 4 | -6 | -4 | 0.8 | -8 | 9 | 0
CN1CCCC1CCNC1C2CC3CC(C2)CC1C3 (stereo not drawn) | -5 | . | 11 | 5 | -1 | . | -8 | . | -7

Carrying on.
Under each structure – PLK1 PBD inh, CYP2C9 inhib, LYP act, Rev-RRE block, EphB4 ephrin blk, CYP2C9 act, PLK1 kinase inh, Calb biofilm kill, LYP inh 2
- O=C1CC(NC23CC4CC(CC(C4)C2)C3)C(=O)N1c1ccc2c(c1)OCO2 (stereo not drawn)
→ 4, 2, 6, 2, -10, 1, -12, 0, -4
- COc1ccc(-c2[nH]nc3c2C(c2ccc(OC(=O)N4CCOCC4)cc2)C(C#N)=C(N)O3)cc1 (stereo not drawn)
→ 5, ., 12, 3, -7, ., 8, 4, -15
- COc1ccc(CNC(=O)COC(=O)c2cc(-c3ccco3)nc3ccccc23)cc1
→ 8, 38, -11, 12, 11, 0.6, -2, 2, 14
- CCNC(=S)N/N=C1\C(=O)c2cccc3cccc1c23
→ 1, 39, -11, 0, 2, 0.6, -8, ., 10
- COc1ccc(NC(=O)C23CC4CC(C2)CC(n2cnc(Br)n2)(C4)C3)c(C)c1
→ -18, 13, -1, 2, -1, 0.9, -9, ., 4
- O=C1CC(c2ccco2)c2ccc3ccccc3c2N1 (stereo not drawn)
→ 5, 12, -5, 3, 1, 0.9, -12, 11, 5
- CCOC(=O)N1CCc2c(sc(NC(C)=O)c2C(N)=O)C1
→ -1, ., 6, 2, -1, ., -5, 5, -8
- Cc1ccc(/C=N\NC(=O)Cn2nnc3ccccc32)o1
→ 19, -20, 2, 14, 2, 1.2, -12, ., -3
- CC(CCN(C)C)OC(=O)c1ccc(C(C)c2ccccc2)o1 (stereo not drawn)
→ 2, 10, 10, -3, 1, 0.9, -9, 10, -12
- N#CCSc1nnc(C2CCCCC2)n1Cc1ccccc1
→ -14, 35, 1, 7, 3, 0.6, -7, -4, -3
- CC(C)C(=O)N(c1cc2sc(=O)oc2c2ccccc12)S(=O)(=O)c1cccs1
→ -19, 28, -9, 7, -3, 0.7, 3, 6, 10
- CCC(=O)N1CCN(c2nc(-c3ccccc3)c3c(c2C#N)CCCC3)CC1
→ -20, 69*, 8, 10, -4, 0.3, -7, 6, -12
- O=S(=O)(Nc1cccc2nsnc12)c1ccccc1
→ 1, 86*, 6, 3, 1, 0.1, -5, 2, -4
- Cn1c(=O)c2c(SCC(=O)NCc3ccco3)nc(CC(C)(C)C)nc2n(C)c1=O
→ -9, 52*, 4, 0, -6, 0.5, -9, 14, -7
- COc1ccc(-c2nnn(CC(=O)N(CC(=O)NCCC(C)C)Cc3cccs3)n2)cc1OC
→ -11, 49, 8, 1, -2, 0.5, -4, 9, -9
- O=C(CCc1ccc(S(=O)(=O)NCCc2ccccc2)cc1)NCc1ccc2c(c1)OCO2
→ 2, 83*, 6, 15, -7, 0.2, -3, 2, -4
- COC(=O)c1ccc(COn2c(=O)c(C)[n+]([O-])c3ccccc32)cc1
→ -11, 2, 4, -1, -6, 1, -8, 10, 0
- COc1ccc(-c2nnc3n2-c2ccccc2SC3)cc1OC
→ -15, 6, 7, -2, -7, 0.9, -4, 3, -8
- Cc1ccc(-c2noc(CSc3nnnn3-c3ccccc3)n2)cc1
→ 8, 86*, 2, 17, 4, 0.1, -1, 2, -5
- COC(=O)CSc1nnc(CNC(=O)c2ccc(S(=O)(=O)N3CCCCC3)cc2)n1C
→ 8, 7, 4, 5, -4, 0.9, -10, 4, -5
- Cc1cc(C)c(N2C(=NC(=O)CCCC(=O)O)SC3CS(=O)(=O)CC32)c(C)c1 (stereo not drawn)
→ 0, -8, 5, 6, -7, 1.1, -8, 2, -5
- O=C(O)CC(NCc1ccco1)C(=O)OCCc1ccccc1 (stereo not drawn)
→ -8, -18, -12, 6, 2, 1.2, 6, ., 10
- Cc1cc(SCC(=O)N2CCC(c3noc4ccc(F)cc34)CC2)nc2ccccc12
→ 8, 34, -12, 5, -1, 0.7, -14, 5, 14
- Cc1cccn2c(=O)c3cc(C(=O)NCC4CCCO4)c(=N)n(CCN4CCOCC4)c3nc12 (stereo not drawn)
→ -14, 3, -6, 1, 1, 1, -4, 5, 8
- Cc1cc(C)n2ncc(C(=O)NCc3ccc(Cl)cc3)c2n1
→ -1, 44, 1, 3, 3, 0.6, -13, ., -5
- O=C(c1ccco1)N1CCC(c2nc(-c3ccc(F)cc3)no2)CC1
→ 12, 16, -1, 11, -2, 0.8, -10, 4, -2
- Cc1[nH]n(-c2ccccc2)c(=O)c1C(c1ccc(O)c([N+](=O)[O-])c1)c1c(C)[nH]n(-c2ccccc2)c1=O
→ -1, ., -7, -1, 4, ., -6, ., 5
- CC(=O)OC(C(=O)NC1CCCCC1)c1cccc(C)c1 (stereo not drawn)
→ 12, -24, -8, 4, 3, 1.2, -7, 6, 11
- COc1ccc(CCNC(=O)CSCc2ccc(C)cc2)cc1OC
→ -13, ., 5, 6, 3, ., -9, ., -3
- Nc1ccc(Sc2cc(Cl)nc(N)n2)cc1
→ -18, 74*, 1, -3, -9, 0.3, -8, ., 2
- CC(C)(C)SCCNC(=O)COc1ccc(Cl)cc1
→ -7, 34, 0, 7, 1, 0.7, -11, 5, -4
- CCOC(=O)CSc1nc2ccc(C)cc2[nH]1
→ 4, ., -7, 7, -1, ., -4, 4, 5
- COc1ccccc1NC(=O)c1csc2c1CCCC2
→ -6, -144, 1, -3, -9, 2.4*, -10, ., 2
- COCCCn1c(SCc2nnc(-c3ccc(OC)c(OC)c3)o2)nnc1-c1ccncc1
→ 2, ., -5, 8, 3, ., -12, 0, 6
